# GPR55 beta-arrestin: GPR55 agonists via beta-arrestin recruitment, primary screen, imaging, U2OS cells, beta-arrestin-GFP redistribution (AID 1961). G-protein coupled receptor 55 (Homo sapiens). U2OS GPR55 beta-arrestin-GFP redistribution imaging; higher % means a stronger effect. 290,000 compounds, 0.048% hits. activation, % at 10 µM, or EC50 in µM where a hit was titrated;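 active = activation above 40% with more than 50 cells counted in the well; inconclusive = wells holding fewer than 50 cells, flagged as toxic or sparse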;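 note: U2OS osteosarcoma cells stably expressing GPR55 and beta-arrestin-GFP; plate controls were DMSO negative control for no effect and LPI positive control for full effect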
# KOR beta-arrestin-1: KOR antagonists, beta-arrestin recruitment, cell-based, luminescence, uHTS (AID 1778). Kappa-type opioid receptor (Homo sapiens). 290,000 compounds, 0.091% hits. KOR beta-arrestin recruitment, luminescence, antagonist mode; higher % means a stronger effect. one-dose inhibition, % at 10 µM; IC50 in µM for titrated hits; note: strong numbers were not always called active
# KOR beta-arrestin-2: KOR agonists, beta-arrestin recruitment, primary screen, cell-based, luminescence, uHTS (AID 1777). Kappa-type opioid receptor (Homo sapiens). KOR beta-arrestin recruitment, luminescence; higher % means a stronger effect. one-dose activation, % at 10 µM; EC50 in µM for titrated hits. 280,000 compounds, 0.02% hits; in the data active = activation above about 50%, passing the limit was not always enough; note: a part of the inactive calls stands beside numbers as strong as those of hits
# Yfh1-off respiration: enhancers of respiration in Yfh1-depleted yeast, dose response, Friedreich's ataxia, plus single-dose screen (AID 1465) | S. cerevisiae Yfh1-off respiration, WST-1 reduction, 72 h; higher fold induction means a stronger effect | fold induction at 50 µM; hits with a dose series show EC50 in µM | 220,000 compounds, 0.074% hits;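 active = fold induction of absorbance versus untreated yeast above a set limit, then at least 30% activation at any dose in follow-up; inconclusive = repeats straddling the limit, or above it without dose testing; inactive = fold induction below the set limit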;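 note: activators that raise dye reduction in frataxin-depleted yeast; strong numbers were not always called active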
# NOD2 inhibition: NOD2 signaling inhibitors, cell-based, luminescence, uHTS, HEK293 (AID 1566) | HEK293 NOD2/NF-kB luciferase reporter, luminescence; higher % means a stronger effect | inhibition, % at 4 µM; hits with a dose series show EC50 in µM | 290,000 compounds, 0.63% hits; note: many of its hits are not listed in these tables
# NOD1 inhibition: NOD1 signaling inhibitors, primary screen, cell-based, luminescence, uHTS (AID 1578); NOD1-driven NF-kB luciferase reporter cells, luminescence; higher % means a stronger effect; 290,000 compounds, 1% hits; inhibition, % at 4 µM, or EC50 in µM where a hit was titrated; in the data active = inhibition mostly above about 36%, no sharp cut-off; inactive = mostly below about 34%;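 note: HEK-293T reporter cells stimulated with the NOD1 agonist gamma-tri-DAP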
# TNAP activators: human TNAP enzyme activators, primary screen, biochemical, luminescent, no phosphate acceptor, uHTS (AID 1001); Alkaline phosphatase, tissue-nonspecific isozyme (Homo sapiens); one-dose activation fold at 20 µM; EC50 in µM for titrated hits; 200,000 compounds, 0.03% hits; purified TNAP, luminescent activation assay, no phosphate acceptor; higher activation fold means a stronger effect; in the data active = activation fold from about 3, or a potency from the dose series; inactive = the rest, 99 in 100 with activation fold below about 1.6; note: many of its hits are not listed in these tables
# CSM14.1 death rescue: rescue of cells from ER stress-induced death, primary screen, 384-well, CSM14.1, thapsigargin, ATP luminescence (AID 1222) | 190,000 tested, under 10 active | CSM14.1 thapsigargin-induced death rescue, ATP luminescence; higher % means a stronger effect | cellular ATP content (survival), % at 20 µM, or EC50 in µM where a hit was titrated;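 active = EC50 below 50 µM in the dose-response confirmation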;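 note: death triggered by thapsigargin at about 15 µM added after 2 h compound pretreatment; cell ATP read after overnight thapsigargin exposure of roughly 18 to 22 hours; normalized against plate controls of thapsigargin alone and 5% DMSO vehicle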
# NTR1 ag: agonists of NTR1, primary screen, imaging, U2OS cells, beta-arrestin-GFP, high content (AID 493036). Neurotensin receptor type 1 (Homo sapiens), P30989. NTR1-U2OS beta-arrestin-GFP spot imaging, agonist mode. activation, % at 20 µM. 330,000 compounds, 0.17% hits;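 active = activation at or above 40% of the spot to cytoplasm intensity ratio, with at least 20 cells analyzed; inconclusive = wells under 20 cells, flagged as cytotoxic or low count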;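 note: 0% = DMSO without peptide and 100% = 100 nM NTR1 peptide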
# Target sequence (P30989 whole entry, looked up): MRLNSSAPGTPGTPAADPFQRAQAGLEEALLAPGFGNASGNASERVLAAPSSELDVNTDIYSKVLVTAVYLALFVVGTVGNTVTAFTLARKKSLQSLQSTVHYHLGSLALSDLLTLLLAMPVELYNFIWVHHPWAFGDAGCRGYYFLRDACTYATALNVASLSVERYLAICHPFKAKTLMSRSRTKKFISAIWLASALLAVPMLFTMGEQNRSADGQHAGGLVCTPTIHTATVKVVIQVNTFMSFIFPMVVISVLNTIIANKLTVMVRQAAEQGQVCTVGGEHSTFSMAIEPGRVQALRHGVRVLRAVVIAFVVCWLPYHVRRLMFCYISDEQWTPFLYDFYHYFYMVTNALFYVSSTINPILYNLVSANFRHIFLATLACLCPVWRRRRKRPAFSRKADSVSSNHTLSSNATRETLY
# NTR1 ag cell count 20 µM: recorded beside NTR1 ag, whose call it bears; cell count; measured here: cell count, cytotoxicity flag
# * = called active by the depositor; i = inactive; u = inconclusive; x = no result given; [ ] = dose if it differs, or a comment. Cut-off read from the data, not from the text of the source, unless noted: active = inhibition above about 50%; inactive = the rest.
SMILES,GPR55 beta-arrestin,KOR beta-arrestin-1,KOR beta-arrestin-2,Yfh1-off respiration,NOD2 inhibition,NOD1 inhibition,TNAP activators,CSM14.1 death rescue,NTR1 ag,NTR1 ag cell count 20 µM
COc1ccc(NC(=O)CC2SC(=N)N(c3ccccc3)C2=O)c(OC)c1 (stereo not drawn),-0.3%,8.6%,-0.8%,i,11.6%,-2.2%,1,x,2.5,62
Cc1cc(NC(=S)NC(=O)C2CC2)ccc1Br,-0.2%,-23.1%,-3.3%,i,-46.4%,-27.9%,1,-2.2%,11.3,51
Cc1ccc(O)c(C2=NOC(O)(C(F)(F)F)C2)c1 (stereo not drawn),-0.1%,-4.6%,-0.3%,i,-0.2%,-26.7%,1.1,-2.4%,0.2,46
Cc1cccc(C(=O)Nc2nnc(SCC(=O)NC3CC3)s2)c1,-0.2%,-6.3%,-4.9%,x,-5.9%,-36.0%,x,x,-1.7,53
O=C(O)c1ccc2c(=O)n3c(nc2c1)/C(=C/c1ccc(OC(F)F)cc1OC(F)F)CC3,-0.2%,5.2%,4.7%,x,5.7%,-11.4%,x,x,1.8,92
COC(=O)c1c(NC(=O)c2ccco2)sc2c1C(C(=O)OC)CC2 (stereo not drawn),0.3%,8.1%,1.1%,i,11.2%,-8.6%,1.2,1.6%,0.4,33
CC(NS(=O)(=O)c1ccc(OCC(=O)N2CCOCC2)c(Cl)c1)c1ccccc1 (stereo not drawn),0.1%,-81.3%,-5.2%,i,-6.5%,2.6%,1,-2.9%,0.5,62
Cc1cccc(NC(=O)c2cccc(NC3=NC4CS(=O)(=O)CC4S3)c2)c1 (stereo not drawn),-0.1%,15.2%[20 µM],-1.5%,x,3.7%,-21.9%,x,x,0.5,47
COc1ccc(-c2csc(Nc3ccc(S(=O)(=O)Nc4cc(OC)nc(OC)n4)cc3)n2)cc1,0.0%,-82.1%,2.8%,i,-22.2%,13.8%,1.1,0.1%,2.7,62
CCOc1ncccc1C(=O)NCc1ccccc1,0.0%,14.1%,-4.5%,i,10.1%,-7.0%,1.1,2.5%,2.3,13
CCOc1ccc(S(=O)(=O)NCCC2=CCCCC2)c2ccccc12,-0.3%,9.2%,1.2%,i,10.3%,16.3%,1.1,-1.3%,11.7,81
CCOc1ccc(CCNC(=O)COC(=O)/C=C/c2ccc(C)o2)cc1OCC,-0.1%,9.0%,-5.8%,x,-6.1%,-26.3%,x,x,0.6,69
CCN(CC)CCn1c(=N)n(CCOc2ccccc2)c2ccccc21,0.2%,x,x,i,-32.4%,-19.8%,1,-2.3%,0.8,87
O=C(Nc1ccc(C(=O)N2CCCCC2)cc1)c1ccc(Br)cc1,-0.1%,-12.3%,6.3%,i,1.8%,12.9%,1.1,-1.3%,0.1,45
COc1ccc([N+](=O)[O-])cc1NC(=O)CCS(=O)(=O)c1ccc(Br)cc1,0.0%,-13.8%,0.6%,x,13.9%,-14.4%,x,x,2.5,95
CCOC(=O)c1c(C)[nH]c(C=C2C(=O)CCCC2=O)c1O,-0.3%,37.0%,2.9%,i,14.5%,-13.5%,1,0.1%,-0.1,61
COC(=O)/C(=C1/Oc2cc(C)oc(=O)c2S1)C(F)(F)F,-0.2%,5.5%,-1.4%,i,9.1%,0.5%,1,4.0%,5.6,55
Cc1cc(Cl)ccc1OC(C)C(=O)Nc1ccc(C(=O)Nc2ccccc2C(=O)O)cc1 (stereo not drawn),-0.1%,3.8%,3.1%,x,49.9%,82.7%*,x,x,2.9,43
Cc1ccc(N(CC(=O)NC2CCCCC2)C(=O)CNC(=O)c2ccco2)c(C)c1,-0.2%,-23.6%,-0.9%,x,-6.1%,-0.4%,x,x,-2.0,49
O=C(CNC(=O)c1ccc(Cl)cc1Cl)OCc1nc2ccccc2s1,-0.1%,7.5%,-2.7%,i,10.1%,-4.8%,1.2,-1.2%,2.1,40
CCOC(=O)Cc1csc(NC(=O)CSc2ccc(Br)cc2)n1,u,-10.5%,12.4%,i,-1.0%,11.6%,1.1,-4.5%,1.2,42
CC1=NNC(=O)C(CC(=O)Nc2ccc(Cl)c(Cl)c2)C1 (stereo not drawn),0.1%,11.0%,1.5%,x,15.3%,-5.9%,1.2,-2.7%,-0.4,84
Cc1cc(N2CCOCC2)nc2ccc(NC(=O)CCC(=O)N3CCC(C)CC3)cc12,0.0%,33.8%,-4.8%,i,-46.9%,-14.6%,1.1,-1.6%,1.6,81
Cc1ccc(Nc2c([N+](=O)[O-])c(=O)n(C)c3ccccc23)cc1C,0.2%,2.0%,-2.0%,i,15.1%,8.7%,0.9,0.8%,3.0,60
Cc1ccccc1NC(=S)N(Cc1cccnc1)Cc1ccccc1Cl,0.5%,-12.2%,7.8%,i,1.1%,-34.1%,1.1,-0.3%,4.5,64

# Ordered by molar mass (high to low): some entries from above
SMILES,GPR55 beta-arrestin,KOR beta-arrestin-1,KOR beta-arrestin-2,Yfh1-off respiration,NOD2 inhibition,NOD1 inhibition,TNAP activators,CSM14.1 death rescue,NTR1 ag,NTR1 ag cell count 20 µM
COc1ccc([N+](=O)[O-])cc1NC(=O)CCS(=O)(=O)c1ccc(Br)cc1,0.0%,-13.8%,0.6%,x,13.9%,-14.4%,x,x,2.5,95
CC(NS(=O)(=O)c1ccc(OCC(=O)N2CCOCC2)c(Cl)c1)c1ccccc1 (stereo not drawn),0.1%,-81.3%,-5.2%,i,-6.5%,2.6%,1,-2.9%,0.5,62
Cc1cc(N2CCOCC2)nc2ccc(NC(=O)CCC(=O)N3CCC(C)CC3)cc12,0.0%,33.8%,-4.8%,i,-46.9%,-14.6%,1.1,-1.6%,1.6,81
COc1ccc(NC(=O)CC2SC(=N)N(c3ccccc3)C2=O)c(OC)c1 (stereo not drawn),-0.3%,8.6%,-0.8%,i,11.6%,-2.2%,1,x,2.5,62
Cc1cccc(C(=O)Nc2nnc(SCC(=O)NC3CC3)s2)c1,-0.2%,-6.3%,-4.9%,x,-5.9%,-36.0%,x,x,-1.7,53
Cc1cc(NC(=S)NC(=O)C2CC2)ccc1Br,-0.2%,-23.1%,-3.3%,i,-46.4%,-27.9%,1,-2.2%,11.3,51
CCOC(=O)c1c(C)[nH]c(C=C2C(=O)CCCC2=O)c1O,-0.3%,37.0%,2.9%,i,14.5%,-13.5%,1,0.1%,-0.1,61

# The listing continues.
SMILES,GPR55 beta-arrestin,KOR beta-arrestin-1,KOR beta-arrestin-2,Yfh1-off respiration,NOD2 inhibition,NOD1 inhibition,TNAP activators,CSM14.1 death rescue,NTR1 ag,NTR1 ag cell count 20 µM
FC(F)(F)c1nnc2ccc(Cl)nn12,-0.2%,-3.5%,-1.8%,i,-8.2%,-29.3%,1,-3.2%,1.8,42
Cc1ccc(N2CC(C(=O)Nc3nnc(SCC(=O)NCC4CCCO4)s3)CC2=O)cc1C (stereo not drawn),-0.2%,2.5%,0.9%,x,-3.6%,-23.1%,x,x,1.3,53
O=C(c1ccccc1Br)N1CCCC(c2nc(-c3cccs3)no2)C1 (stereo not drawn),-0.3%,-14.5%,-1.4%,i,3.3%,-5.0%,1.1,-1.3%,2.0,48
O=C(NC1CCN(S(=O)(=O)c2ccc(F)cc2)CC1)c1ccc(F)cc1,-0.2%,19.7%,-4.8%,x,1.8%,7.3%,x,x,0.8,79
C/C=C(\C)C(=O)OC(C)(C)[C@H]1Cc2cc3ccc(=O)oc3cc2O1,0.3%,36.5%,-2.8%,x,12.3%,-5.9%,x,x,0.8,90
CCN(CC)C(=O)CC(c1cc(OC)c(OC)c(OC)c1)c1c(O)cc(OC)cc1OC (stereo not drawn),0.0%,12.6%,0.4%,i,6.0%,5.0%,x,x,2.2,74
CCOCCCNC(=O)/C(C#N)=C/c1cc(OC)c(O)c([N+](=O)[O-])c1,-0.1%,-67.7%,-1.5%,i,-60.2%,0.0%,0.8,-1.6%,-0.2,55
CC1CN(S(=O)(=O)c2ccc(CN3C(=O)c4cccnc4C3=O)cc2)c2ccccc2O1 (stereo not drawn),0.2%,-18.5%,-1.8%,x,15.6%,-21.4%,x,x,0.1,71
Fc1ccccc1NC(=S)Nn1cnnc1,0.0%,32.6%,-2.0%,x,-9.3%,23.9%,x,x,-0.1,80
O=C(c1ccc([N+](=O)[O-])cc1)N1CCN(C(=O)C2CCCCC2)CC1,-0.1%,-37.7%,5.8%,x,-1.5%,-13.8%,x,x,0.9,44
CC(C)(C)c1ccc(CN(Cc2ccco2)Cc2nnnn2C2CCCC2)cc1,-0.1%,-5.3%,4.4%,i,-13.0%,19.8%,1.1,-1.3%,13.7,52
O=C(NCC1CCCO1)c1onc(CSc2ccccc2F)c1C(=O)O (stereo not drawn),-0.1%,-4.6%,-0.5%,i,13.7%,10.4%,1.1,3.8%,-2.4,99
COc1cc(OC)cc(C(=O)NNC(=O)c2ccccn2)c1,2.2%,30.5%,-6.5%,i,-98.6%,-6.1%,2.8,0.6%,-0.5,80
O=C(COC(=O)CCc1ccc(S(=O)(=O)N2CCOCC2)cc1)NC1CCCC1,0.7%,10.5%,-2.4%,i,-2.5%,-14.3%,1,-1.5%,2.3,50
C=C(C)CSc1nc(N)c2c(C)c(C)sc2n1,-0.4%,27.0%,15.1%,i,-30.4%,-67.2%,1,1.0%,1.9,61
COc1ccc2cc3c(N)c(C(=O)N4CCCC4)sc3nc2c1,-0.2%,-10.6%,4.3%,i,11.5%,-30.3%,1,-2.8%,-1.1,39
Nc1nonc1C(=O)NCCNS(=O)(=O)c1ccc(F)cc1,-0.5%,13.5%,0.3%,i,7.3%,-24.4%,1.1,-2.1%,1.3,31
COc1cc(CNC2CCCCCCC2)ccc1OCC(N)=O,-0.2%,7.0%,-2.1%,x,-4.6%,-34.5%,x,x,-0.2,65
CN(C)/C=C/C(=O)c1ccc(S(=O)(=O)c2ccccc2)cc1,0.5%,17.7%,-5.0%,i,13.2%,-12.8%,1,9.9%,1.1,37
CC(C)C1COC(c2cccc3ccccc23)=N1 (stereo not drawn),-0.2%,-16.1%,-1.6%,i,-144.5%,-67.1%,1,4.5%,1.2,49
O=C(Nc1ccccc1N1CCOCC1)c1ccccc1[N+](=O)[O-],-0.1%,-7.0%,-3.5%,i,15.9%,8.4%,1.1,2.1%,-0.1,74

# Screening results from PubChem.

# Some of the compounds tested, so the mix of outcomes need not match the whole.
